Screens (PubChem BioAssay)
Vif-APOBEC3G blk = qHTS for Inhibitors of Vif-A3G Interactions: qHTS; DNA dC->dU-editing enzyme APOBEC-3G (Homo sapiens), Q9HC16; HeLa A3G-eYFP + Vif (tagged APOBEC3G with the HIV-1 protein that degrades it), YFP fluorescence, overnight; Potency, µM (highest dose often 46.1 µM), for inactives: at the highest dose activity, negative = active, hits mostly inhibitors; 0.076% of 410,000 active; AID 602310, 2012;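 note: potency is the fitted concentration of half-maximal effect; % is set by controls: 0 for no effect and ±100 for the full control effect; nearly all actives have a fitted effect of over 60% in size; hits raise eYFP signal because A3G escapes Vif-driven loss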
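Read-out is eYFP fluorescence (Ex 488/Em 500-530) from Vif-expressing HeLa A3G-eYFP cells; more signal means A3G escaped Vif-mediated degradation. Cells plated overnight, compound pinned in, incubated overnight at 37 deg C.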
12-LOX inh = Primary qHTS assay for inhibitors of human arachidonate 12S-lipoxygenase (ALOX12): Round 2. Polyunsaturated fatty acid lipoxygenase ALOX12 (Homo sapiens), P18054. purified 12hLO, xylenol orange hydroperoxide absorbance. Potency, µM (highest dose often 108 µM), without a hit: top-dose activity change, negative = inhibition, hits mostly inhibitors. 1.1% of 580,000 active; note: potency is the fitted concentration of half-maximal effect; % is set by controls: 0 for no effect and ±100 for the full control effect
Target sequence (P18054 whole entry, looked up): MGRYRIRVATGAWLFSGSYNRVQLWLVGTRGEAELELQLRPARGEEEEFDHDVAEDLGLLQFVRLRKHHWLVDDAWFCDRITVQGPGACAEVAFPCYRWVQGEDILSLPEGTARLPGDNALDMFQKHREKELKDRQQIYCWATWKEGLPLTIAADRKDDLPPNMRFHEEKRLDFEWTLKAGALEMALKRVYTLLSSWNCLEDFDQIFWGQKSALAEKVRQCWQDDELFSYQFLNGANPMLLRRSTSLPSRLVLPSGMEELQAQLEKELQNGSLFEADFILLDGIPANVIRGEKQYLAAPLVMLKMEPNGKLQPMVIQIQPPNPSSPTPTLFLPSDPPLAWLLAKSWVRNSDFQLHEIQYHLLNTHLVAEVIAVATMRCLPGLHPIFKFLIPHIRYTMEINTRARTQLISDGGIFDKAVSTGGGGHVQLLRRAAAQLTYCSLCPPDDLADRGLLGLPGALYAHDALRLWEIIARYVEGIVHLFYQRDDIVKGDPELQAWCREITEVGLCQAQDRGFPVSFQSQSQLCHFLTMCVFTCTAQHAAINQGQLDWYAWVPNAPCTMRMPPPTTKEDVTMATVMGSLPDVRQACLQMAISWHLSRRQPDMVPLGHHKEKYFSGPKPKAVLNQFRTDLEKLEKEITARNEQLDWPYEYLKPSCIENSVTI
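Hydroperoxide product was detected by ferrous iron/xylenol orange as the 573 to 405 nm absorbance ratio. Arachidonic acid at 40 uM (final) was turned over for 30 min at room temperature by 150 nM human 12hLO, pH 7.0 Hepes buffer, after 15 min compound preincubation.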
LDHA inh = qHTS assay for inhibitors of human lactate dehydrogenase; 0.15% of 480,000 active; activity change, % (values are at about 110 or 230 µM); purified LDHA, NADH/diaphorase-resazurin fluorescence; hits give low values; L-lactate dehydrogenase A chain (Homo sapiens), P00338; in the data active = activity change below about -30%; inconclusive = mostly about -25% to -30%;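 note: plate controls were DMSO wells for no effect and wells without enzyme for full effect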
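Human LDH5 at 2 nM final in Tris HCl pH 7.4 with 0.06 mM NADH and 0.2 mM pyruvate, reacted 5 minutes at room temperature. Remaining NADH coupled via diaphorase/resazurin; resorufin fluorescence read at 0 and 20 minutes, normalized to enzyme-free and DMSO wells.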
D2 agonist = HTS Assay for Allosteric Agonists of the Human D2 Dopamine Receptor: Primary Screen for Agonists | D(2) dopamine receptor (Homo sapiens), P14416 | HEK293 T-REx D2 cells, calcium flux agonist mode | activation, % at 2 µM | 0.53% of 340,000 active | AID 485358, 2010;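 active = activation over 3 SD above normal in the single-dose calcium agonist read, cut at about 30% in these data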; note: 0% is about no effect
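Calcium-flux readout, 1 cycle/sec over 180 s following compound pin transfer, in inducible HEK293 Trex D2 cells (force-coupled); dopamine controls included. Positive calcium responses during this window marked compounds as potential agonists.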
ERG-DNA inh = qHTS for Small Molecule Inhibitors of the ERG Ets/DNA interaction; 0.028% of 370,000 active; Transcriptional regulator ERG (Homo sapiens), P11308; AID 624246, 2012; Potency, µM (top dose mostly 76.9 µM), for inactives: at the highest dose FP activity, negative = inhibition, hits mostly inhibitors; fluorescence polarization, His-ERG Ets domain / labelled DNA; active = well fitted inhibition curve with a large enough effect in the polarisation, with a control signal flat; inconclusive = small, poorly fitted or top-dose-only effect, or effect the other way, or a change in a side signal; inactive = no such curve, though single readings can be large or run the other way; the % refers to the polarisation;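 note: polarization taken with two DNA probes labelled with fluorescein and Texas red; potency is the fitted concentration of half-maximal effect; % of control where 0% means no effect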
Target sequence (P11308 whole entry, looked up, the tested form may be a part): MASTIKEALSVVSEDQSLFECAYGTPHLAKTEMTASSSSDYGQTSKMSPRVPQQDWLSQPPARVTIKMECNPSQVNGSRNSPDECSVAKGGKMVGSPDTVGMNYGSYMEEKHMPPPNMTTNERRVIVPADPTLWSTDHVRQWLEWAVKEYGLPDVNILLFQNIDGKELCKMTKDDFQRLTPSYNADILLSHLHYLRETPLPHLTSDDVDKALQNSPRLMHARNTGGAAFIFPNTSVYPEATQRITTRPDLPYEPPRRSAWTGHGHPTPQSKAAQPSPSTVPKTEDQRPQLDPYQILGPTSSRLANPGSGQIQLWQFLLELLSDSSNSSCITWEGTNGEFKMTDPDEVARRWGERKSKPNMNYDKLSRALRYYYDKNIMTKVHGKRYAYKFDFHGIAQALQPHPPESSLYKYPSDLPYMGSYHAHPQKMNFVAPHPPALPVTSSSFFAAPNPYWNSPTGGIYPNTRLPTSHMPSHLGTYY
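His-tagged ERG Ets domain (1 uM in the protein solution; 300mM KCl, 50mM Tris-HCl, 1mM EDTA, 1mM DTT, pH 7.5) received compound, then a probe mix of 5 nM fluorescein-DNA and 100nM Texas-615-DNA. Fluorescence polarization was read for both dyes.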
RGS4 inhibitor = Inhibitors of Regulator of G Protein Signaling (RGS) 4: qHTS; 0.039% of 390,000 active; Regulator of G-protein signaling 4 (Homo sapiens), P49798; Potency, µM (doses to about 114 µM), for the others: at the highest dose activity change, negative = inhibition, usual class: inhibitors; Transcreener GDP fluorescence polarization, RGS4-accelerated GTP hydrolysis; note: potency is the fitted concentration of half-maximal effect; % is set by controls: 0 for no effect and ±100 for the full control effect; nearly all actives have a fitted effect of over 75% in size; some results filed as inactive show a strong effect at the top dose
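MLSMR compounds (23 nl, pin-transferred) preincubated 10 min at room temperature with a 500nM (2x) first reagent, then RGS4 at 900nM (2x) plus Transcreener GDP mix added; fluorescence polarization (620/688 nm) read before and after 90 min at 30 °C.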
Vif-A3F inh = qHTS for Inhibitors of Vif-A3F Interactions: qHTS. HeLa A3F-eYFP + Vif (tagged APOBEC3F with the HIV-1 protein that degrades it), YFP fluorescence increase. Potency, µM (top dose mostly 46.1 µM), for the others: at the highest dose activity, negative = active. 0.2% of 390,000 active; note: potency is the fitted concentration of half-maximal effect; % of control where 0% means no effect; nearly all actives have a fitted effect of over 65% in size
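HeLa cells stably expressing A3F-eYFP plus Vif, plated and incubated overnight at 37 deg C, then exposed to compounds overnight at 37 deg C. Blocked degradation read as raised yellow fluorescence (Ex 488/Em 500-530).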
Glioma ERSR ind = qHTS for Inducers of the Endoplasmic Reticulum Stress Response (ERSR) in Human Glioma: qHTS. AID 602332, 2012. 0.02% of 420,000 active. U87-MG GRP78 promoter luciferase reporter, 16 h. Potency, µM, for inactives: at the top dose activation, most hits filed as activators; note: potency is the fitted concentration of half-maximal effect; series mostly up to about 76 µM; % of control where 0% means no effect; nearly all actives have a fitted effect of over 35% in size
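ERSR induction read as luciferase luminescence (Bright-Glo, 10 min at room temperature) in stably transfected human U87-MG glioma cells exposed to compounds for 16 h, using GRP78 as sensor.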
D2 antag = HTS Assay for Allosteric Antagonists of the Human D2 Dopamine Receptor: Primary Screen for Antagonists. 2% of 340,000 active. HEK293 TREx D2 cells, calcium flux, dopamine EC80. inhibition, % at 10 µM; in the data active = inhibition above about 30%; note: 0% is about no effect
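Dopamine at EC80 is the agonist stimulus; test compounds precede it by 180 s. Calcium flux read kinetically in a force-coupled, inducible HEK293 T-REx D2 cell line.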
Active calls of the source: *; ? = inconclusive; nt = not tested or not shown; & = joins results of further samples; [ ] = dose if it differs, or a comment. Unless noted, calls come from the whole dose curve; as a rule, active = well fitted curve in the direction sought with a large enough effect; inconclusive = small, poorly fitted or top-dose-only effect, or another doubt; inactive = no such curve, though single readings can be large; an effect the other way counts as inactive or inconclusive.

SMILES	Vif-APOBEC3G blk	12-LOX inh	LDHA inh	D2 agonist	ERG-DNA inh	RGS4 inhibitor	Vif-A3F inh	Glioma ERSR ind	D2 antag
CC(C)C(=O)NCCc1nc(-c2ccccc2Cl)no1	-1%	-23%	0	nt	-4%	-9%	-5%	-4%	nt
NC(CSC1(c2ccc(Cl)cc2)c2ccccc2-c2ccccc21)C(=O)O (configuration not stated)	-17%	?	1	nt	-3%	-43%	-6%	-5%	nt
CCCCCCC(=O)c1c(C)[nH]c(C(=O)OCC)c1C	-1%	-1%	-2	-0.4	-1%	-5%	6%	?	1
Oc1ccc(Cl)cc1/C=N/c1nccs1	0%	4%	5	0.2	-6%	5%	-2%	-2%	0
COC(=O)c1c(C)[nH]c(/C=N/Nc2ccccc2)c1C	-14%	?	6	0.2	-8%	-6%	?	5%	-7
COc1ccccc1NC(=O)C1=C(C)Nc2nc(SCc3cccc(F)c3)nn2C1c1ccc(C(=O)O)cc1 (configuration not stated)	10%	-17%	0	-0.3	-1%	-9%	1%	0%	nt
O=C(O)CCC(=O)Nc1cccc(C(=O)Nc2cccc(Cl)c2)c1	0%	17%	-3	0.3	1%	-36%	-27%	0%	9
CC(C)N(CCCNC(=O)c1ccc(CS(=O)(=O)c2c(Cl)cccc2Cl)o1)Cc1ccccc1	0%	1%	-7	0.6	12%	30%	0%	-3%	-15
CCOC(=O)c1c(C)[nH]c(C(=O)/C(C#N)=C/c2ccc(OC(F)F)c(OC)c2)c1C	?	-18%	-7	5.6	11%	-15%	-25%	7%	-8
COc1ccc(-c2coc3c(C(=O)NCc4cccs4)cccc23)c(C)c1	-3%	-6%	-14	nt	nt	nt	nt	-5%	nt
COc1ccc(-n2c(SCC(=O)NCC3CCCO3)nc3c(c2=O)SCC3)cc1OC (configuration not stated)	-3%	1%	-3	1.1	8%	1%	0%	-1%	-3
O=C(Nc1ccccn1)c1ccc(S(=O)(=O)N2CCCC2)cc1	2%	11%	1	-0.2	0%	-21%	6%	9%	2
CCOC(=O)N1CCc2c(sc(NC(=O)Cc3ccccc3)c2C(=O)c2ccc(OC)cc2)C1	0%	?	0	0.2	6%	-12%	-26%	-5%	-3
O=C(NC1CC1)c1cccc(S(=O)(=O)Nc2ccccc2F)c1	-3%	7%	-5	1.0	-3%	-5%	-16%	-3%	2
Cc1c(Cl)cccc1NC(=S)N1CCN(c2ccc([N+](=O)[O-])cn2)CC1	0%	23%	-3	1.0	12%	-25%	-1%	-2%	-6
CC(/C=N/NC(=O)Cc1cccn1C)=C\c1ccco1	-5%	-28%	5	0.1	-3%	-47%	0%	1%	19
Cc1cccc(NC(=O)c2ccc(F)c(S(=O)(=O)NCc3ccc4c(c3)OCO4)c2)c1	4%	-22%	2	0.6	1%	6%	2%	0%	nt
CC(Oc1ccccc1)C(=O)N1CCC2(CC1)Oc1ccc(F)cc1C(=O)C21CC(c2ccccc2)=NO1 (configuration not stated)	-1%	3%	-6	nt	-3%	?	0%	-4%	nt
COc1ccc(OCc2ccc(/C=N\NC(=O)c3sccc3C)o2)cc1	0%	8%	0	0.1	-4%	3%	1%	0%	-1
Cc1ccc2cc(CN(CC3CCCO3)C(=S)Nc3ccccc3)c(=O)[nH]c2c1 (configuration not stated)	?	-9%	0	-0.4	1%	-25%	-2%	1%	0
CC[C@H]1C(c2ccc(F)cc2)=NN(c2ccccc2)[C@@H]1CO	-3%	?	5	nt	-11%	-17%	-29%	-3%&-4%	nt
COc1cc(C(=O)NCCc2ccc(S(N)(=O)=O)cc2)cc(OC)c1OC	-3%	-3%	-5	3.3	1%	12%	-1%	-3%	4
CC(=O)Nc1ccc(NC(=O)CSc2nc(=O)n(Cc3ccncc3)c3c2CCC3)cc1	0%	15%	-7	0.3	-14%	-6%	3%	-3%	11
CCCCN(C)CCCNC(=O)c1cn(CC)c2ccc(S(=O)(=O)N3CCOCC3)cc2c1=O	3%	2%	-6	0.2	-1%	-6%	-1%	-3%	-3
O=C1CCCN1CCCNc1ncnc2c1cnn2-c1ccc(Cl)cc1	0%	1%[57.4 µM]	-3	nt	-5%	14%	4%	-1%	nt

Structures shown so far that contain a COOH group (3):
SMILES	Vif-APOBEC3G blk	12-LOX inh	LDHA inh	D2 agonist	ERG-DNA inh	RGS4 inhibitor	Vif-A3F inh	Glioma ERSR ind	D2 antag
NC(CSC1(c2ccc(Cl)cc2)c2ccccc2-c2ccccc21)C(=O)O (configuration not stated)	-17%	?	1	nt	-3%	-43%	-6%	-5%	nt
COc1ccccc1NC(=O)C1=C(C)Nc2nc(SCc3cccc(F)c3)nn2C1c1ccc(C(=O)O)cc1 (configuration not stated)	10%	-17%	0	-0.3	-1%	-9%	1%	0%	nt
O=C(O)CCC(=O)Nc1cccc(C(=O)Nc2cccc(Cl)c2)c1	0%	17%	-3	0.3	1%	-36%	-27%	0%	9

(next part)
SMILES	Vif-APOBEC3G blk	12-LOX inh	LDHA inh	D2 agonist	ERG-DNA inh	RGS4 inhibitor	Vif-A3F inh	Glioma ERSR ind	D2 antag
CC1=C(C(=O)Nc2ccccc2)C(c2cccc(Cl)c2)n2nc(SCC(=O)c3ccc(C)cc3)nc2N1 (configuration not stated)	-2%	-10%	3	nt	3%	6%	-11%	-3%	nt
COc1ccccc1OCc1nc(-c2ccc([N+](=O)[O-])cc2)no1	0%	-4%	5	-1.4	3%	-2%	1%	-1%	-18
COc1ccc(S(=O)(=O)N(C)C[C@@H]2OCCCC[C@@H](C)Oc3ccc(NS(=O)(=O)c4cccs4)cc3C(=O)N([C@H](C)CO)C[C@@H]2C)cc1	0%	-5%	-12	nt	nt	nt	-5%	-4%	nt
O=C(Cc1cccs1)Nc1ccc2c(c1)C(=O)OC2	2%	9%	-5	-1.3	nt	10%	-2%	-1%	-12
O=C(Nc1ccccn1)c1cc(-c2cccnc2)nc2ccc(Br)cc12	-15%	10%	-5	-0.5	-6%	-38%	-3%	-4%	-6
CNC(=O)c1c(NC(=O)c2cccc(N3C(=O)CCC3=O)c2)sc2c1CCCC2	-2%	-18%	-11	-0.1	35%[activator]	-23%	5%	1%	8
CC(C)Oc1ccc(C(=O)NC(=S)N2CCOCC2)cc1	2%	-33%	-4	-0.7	3%	-15%	-2%	0%	13
Cn1nccc1NC(=O)NC(=O)c1c(Cl)cccc1Cl	1%	244%[activator]	1	0.6	-12%	9%	9%	-2%	16
CCOc1ccc(S(=O)(=O)N/N=C(\C)Cc2ccc(OC)cc2)cc1	0%	-10%	-10	-0.2	-3%	0%	2%	-4%	4
COCCn1c(SCC(=O)c2[nH]c(C)c(C(C)=O)c2C)nc2ccccc2c1=O	0%	39%[activator]	-11	1.7	-9%	36%	-17%	-4%	1
Cc1ccc(C(C)C)c(OCC(=O)Nc2nc3c(s2)CCCC3)c1	-5%	?	4	0.2	-2%	-13%	1%	-2%	nt
CCc1ccccc1NC(=S)N1CCC(NC(=O)c2ccc(OC)cc2)CC1	-2%	30%	-7	0.9	4%	5%	0%	-1%	-10
CCOc1ccccc1N(C(=O)c1snc(C(N)=O)c1N)C(C(=O)NCc1ccccc1)c1ccc(O)cc1 (configuration not stated)	-6%	1%	-3	0.0	-2%	-12%	9%	-6%	-4
CCCCNC(=S)NNC(=O)c1cc(C)on1	-1%	23%	1	-1.6	-4%	-33%	3%	-4%	-9
COc1ccc(NC(=O)Nc2c(C)n(C)n(-c3ccccc3)c2=O)cc1OC	8%	2%	0	0.2	1%	15%	6%	0%	-2
COc1cc(NC(=O)Cn2c(=O)ccc3cc(S(=O)(=O)N4CCCC4)ccc32)cc(OC)c1	-5%	0%	4	0.3	1%	-4%	-5%	-3%	nt
Cc1cc(C(=O)N/N=C/c2c[nH]c3ccccc23)cs1	-7%	20%	1	1.6	-4%	-3%	-4%	5%	12
COc1ccc(-n2c(SCC(=O)/C(C#N)=C(\C)N)nc3ccccc3c2=O)cc1OC	0%	-14%	3	-0.4	4%	-12%	-15%	-2%	-32
Cc1ccc(-c2nc(S(=O)(=O)c3ccc(C)cc3)c(N3CCCCC3)o2)cc1	-5%	?	-11	0.1	-1%	-34%	2%	-2%	nt
CCCOc1ccc(-c2c(C(=O)N/N=C(\C)c3cccnc3)nnn2-c2nonc2N)cc1	-3%	?	-6	0.8	-3%	6%[11.4 µM]	-4%	1%	-2
CC[n+]1c(/C=C/c2c[nH]c3ccccc23)ccc2cc(C)ccc21	?	?	21	5.4	135%[activator]	-6%	-124%	-13%	6
O=C(c1cccs1)c1cn(CCOc2ccccc2Cl)c2ccccc12	-2%	-18%	-12	0.8	8%	-7%	-7%	-3%	nt
CCOC(=O)C1CCN(C(c2ccc(C)cc2)c2c(O)cc(C)n(CCOC)c2=O)CC1 (configuration not stated)	-1%	-4%	5	-0.2	-4%	-3%	6%	2%	nt
CCOC(=O)c1c(C)oc2c1c(C(c1ccncc1)N1CCOCC1)c(O)c1ccccc12 (configuration not stated)	-12%	?	22	0.0	1%	-49%	0%	?	-7

An excerpt; count on the stated rates, not on these rows.
